From PubChem BioAssay
Tb PGK inh: inhibitors of T. brucei phosphoglycerate kinase; Potency, µM (series often up to 57.5 µM), for the others: at the highest dose activity change, negative = inhibition, actives largely listed as inhibitors; 380,000 compounds, 0.043% hits; PGK/GAPDH coupled, Kinase-Glo luminescence, 60 min; P07378; further: potency means the concentration at half of the fitted maximal effect; on the % scale 0 is the no-effect control and ±100 the full control effect; nearly all actives have a fitted effect of over 60% in size
Target sequence (P07378 whole entry, looked up): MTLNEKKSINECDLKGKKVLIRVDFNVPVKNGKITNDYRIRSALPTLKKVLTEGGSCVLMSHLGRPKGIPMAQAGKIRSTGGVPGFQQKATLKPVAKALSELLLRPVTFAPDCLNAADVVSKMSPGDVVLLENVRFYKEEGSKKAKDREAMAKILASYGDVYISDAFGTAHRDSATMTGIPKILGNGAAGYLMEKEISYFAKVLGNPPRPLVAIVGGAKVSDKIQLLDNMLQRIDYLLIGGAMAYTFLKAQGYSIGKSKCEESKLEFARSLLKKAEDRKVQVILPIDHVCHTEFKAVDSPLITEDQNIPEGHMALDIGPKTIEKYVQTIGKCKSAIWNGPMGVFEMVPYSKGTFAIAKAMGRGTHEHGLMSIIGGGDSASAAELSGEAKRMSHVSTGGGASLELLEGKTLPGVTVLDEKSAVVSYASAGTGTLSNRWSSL
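Recombinant glycosomal PGK reaction used 1,3-bisphosphoglycerate generated in-well by GAPDH (100nM final) in 100mM TEA pH 7.6, 5mM MgCl2, 0.01% Tween-20. After 60 minutes at room temperature, ATP was read by Kinase-Glo Plus luminescence end-point.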
TrxR1 substrate: substrates of rat thioredoxin reductase 1 | O89049 | purified TrxR1 substrate turnover, NADPH consumption readout | Potency, µM (titrated, usually from 114 µM), inactives show at the top dose activity change, negative = substrate turnover | 390,000 compounds, 0.01% hits | AID 588456; further: potency means the concentration at half of the fitted maximal effect; on the % scale 0 is the no-effect control and ±100 the full control effect; nearly all actives have a fitted effect of over 50% in size
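Rat TrxR1, dispensed at 90 nM, was prereduced with 400 uM NADPH (final) for 5 min at ~22 deg C, then incubated with compound 15 min before 400 uM selenite. A first-read NADPH fluorescence drop versus no-compound background flagged substrates.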
PI4K2A block: inhibitors of human PI4K2A. purified PI4K2A, ADP-Glo luminescence, 1 h; stronger effect = lower value. 420,000 compounds, 0.13% hits. activity change, negative = inhibition, % at 76.9 µM. Q9BTU6; in the data active means activity change below about -50%; inconclusive means mostly about -30% to -49%;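 further: -100% = wells without enzyme as full effect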
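ADP-Glo luminescence measured ADP generated by PI4K2A enzyme (4 ug/mL before mixing) with 1.2 mM PI substrate (pre-mix) and 300 microM ATP (pre-mix). Tris pH7.5 buffer with MgCl2, Triton X-100; 1 h reaction at ambient temperature.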
USP1 inh: USP1/UAF1 (human) deubiquitinase inhibition. O94782. recombinant USP1/UAF1, Ub-Rhodamine cleavage fluorescence. Potency, µM (doses to about 57.1 µM), for inactives: at the top dose activity change, negative = inhibition, actives largely listed as inhibitors. 390,000 compounds, 0.23% hits; further: potency means the concentration at half of the fitted maximal effect; on the % scale 0 is the no-effect control and ±100 the full control effect; nearly all actives have a fitted effect of over 60% in size; inactives centre near -12
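Step one: compound is pinned into 1nM USP1/UAF1 in HEPES pH 7.8 buffer with TCEP. Step two: 15 min room-temperature incubation. Step three: Ub-Rho (150nM final) starts cleavage, tracked by fluorescence over six one-minute reads.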
rTrxR1 inhibitor: rat TrxR1 inhibition. O89049. recombinant rTrxR1, NADPH fluorescence consumption, selenite substrate. Potency, µM (titrated, usually from 114 µM), without a hit: top-dose activity change, negative = inhibition, usual class: inhibitors. 390,000 compounds, 1% hits. AID 588453; further: potency means the concentration at half of the fitted maximal effect; on the % scale 0 is the no-effect control and ±100 the full control effect; nearly all actives have a fitted effect of over 65% in size
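Rat TrxR1 (90 nM in the dispensed reagent) was pre-reduced with 400 uM NADPH for 5 min at room temperature, then incubated with compound for 15 min. After 400 uM selenite was added, NADPH fluorescence (Ex 340/Em 450 nm) was followed for 8 min.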
GLS inhibitor: glutaminase GLS (human) inhibition; GLS enzymatic activity, qHTS titration; Potency, µM (titrated, usually from 45.5 µM), for the others: top-dose activity change, negative = inhibition, usual class: inhibitors; 410,000 compounds, 0.21% hits; AID 624170; further: potency means the concentration at half of the fitted maximal effect; on the % scale 0 is the no-effect control and ±100 the full control effect
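Glutamate formation by hKGA was monitored fluorometrically using coupled glutamate oxidase, HRP and Amplex Red. Substrate was added as 1 mM L-glutamine solution; incubation was 30 min at RT after an initial read.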
HP1b binding inh: blocks HP1-beta chromodomain binding to methylated histone tails; 390,000 compounds, 0.56% hits; AlphaScreen HP1-beta / biotin-H3K9me3 peptide binding; Potency, µM (series often up to 114 µM), inactives show at the highest dose activity change, negative = inhibition, most hits filed as inhibitors; P83916; further: potency means the concentration at half of the fitted maximal effect; nearly all actives have a fitted effect of over 70% in size; inactives centre near 23
Target sequence (P83916 whole entry, looked up): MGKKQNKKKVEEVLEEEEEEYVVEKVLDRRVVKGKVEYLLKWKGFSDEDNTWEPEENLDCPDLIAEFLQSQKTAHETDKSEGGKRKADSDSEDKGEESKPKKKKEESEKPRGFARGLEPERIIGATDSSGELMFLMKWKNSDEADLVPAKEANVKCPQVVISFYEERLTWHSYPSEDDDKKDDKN
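AlphaScreen: HP1-beta (50 nM) preformed 30 min with biotin-H3(1-18)K9me3 peptide (50 nM) in PBS pH 7.4, 0.01% Tween-20. Compound added for 30 min at RT, then streptavidin donor/nickel chelate acceptor beads (10 ug/mL) for 30 min.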
Pin1 inhibitor: blocks the human prolyl isomerase Pin1; 390,000 compounds, 0.009% hits; Potency, µM (series often up to 115 µM), inactives show top-dose activity, negative = inhibition, hits mostly inhibitors; Pin1 FP peptide displacement, HiFluor488, 10 min; Q13526; active means well fitted inhibition curve with a large enough effect in the polarisation, with a control signal flat, not every such curve was filed as active; inconclusive means small, poorly fitted or top-dose-only effect, or effect the other way, or a change in a side signal; inactive means no such curve, though single readings can be large or run the other way; the % refers to the polarisation; further: potency means the concentration at half of the fitted maximal effect; on the % scale 0 is the no-effect control and ±100 the full control effect
IDH1 R132H inh: inhibitors of human mutant IDH1 R132H; O75874; IDH1-R132H enzyme, NADPH consumption, diaphorase/resazurin fluorescence; Potency, µM (doses to about 76.6 µM), inactives show at the top dose activity change, negative = inhibition, usual class: inhibitors; 390,000 compounds, 0.093% hits; further: potency means the concentration at half of the fitted maximal effect; on the % scale 0 is the no-effect control and ±100 the full control effect; nearly all actives have a fitted effect of over 65% in size
Target sequence (O75874 whole entry R132H, stated change not applied): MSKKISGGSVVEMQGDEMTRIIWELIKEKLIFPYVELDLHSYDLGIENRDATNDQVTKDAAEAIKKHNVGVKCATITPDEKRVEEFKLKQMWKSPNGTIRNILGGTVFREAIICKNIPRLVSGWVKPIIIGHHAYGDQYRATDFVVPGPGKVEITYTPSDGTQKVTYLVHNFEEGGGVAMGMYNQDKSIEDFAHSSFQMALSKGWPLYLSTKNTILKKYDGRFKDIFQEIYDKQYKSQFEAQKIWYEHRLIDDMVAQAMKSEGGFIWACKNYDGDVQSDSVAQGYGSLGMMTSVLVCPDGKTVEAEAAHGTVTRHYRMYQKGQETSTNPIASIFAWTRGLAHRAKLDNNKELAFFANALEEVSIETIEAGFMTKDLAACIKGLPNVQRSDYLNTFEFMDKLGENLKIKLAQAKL
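IDH1-R132H (0.5 ug/mL dispensed) in pH 7.5 Tris buffer was preincubated 30 min with compound, then given a substrate mix of 0.016 mM NADPH and 2 mM alpha-KG for 80 min at room temperature; remaining NADPH was read by diaphorase/resazurin fluorescence.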
* = called active by the depositor; i = inactive; ? = inconclusive; nt = not tested or not shown; [ ] = another dose, or the depositor's remark. Unless noted, the call rests on the fitted dose curve; in most records, active means well fitted curve in the direction sought with a large enough effect; inconclusive means small, poorly fitted or top-dose-only effect, or another doubt; inactive means no such curve, though single readings can be large; an effect the other way counts as inactive or inconclusive.

Below each SMILES: rTrxR1 inhibitor | IDH1 R132H inh | PI4K2A block | Tb PGK inh | USP1 inh | Pin1 inhibitor | GLS inhibitor | TrxR1 substrate | HP1b binding inh
COC(=O)CS(=O)(=O)c1ccsc1C(=O)Nc1ccc(F)cc1
→ -16.0% | -9.9% | -1.4 | 2.3% | -9.1% | 2.2% | 5.2% | -12.7% | -4.6%
Cc1ccc(NC(=O)CN2CCN(CCN=CC3=C(O)CC(c4ccccc4)CC3=O)CC2)cc1 (centres undefined)
→ 13.4% | -0.3% | 0.4 | -4.8% | -4.8% | 0.2% | -1.6% | 0.8% | 27.8%
Cc1ccc2nc(-c3ccncc3)cc(C(=O)Nc3ccncc3)c2c1
→ 15.5% | 9.3% | 2.3 | -3.1% | -20.4% | ? | -8.2% | 3.2% | 31.5%
C#CCOCCOCCOCCNc1nc(N2CCN(C(=O)[C@H]([C@@H](C)CC)n3cc([C@@H](N)CO)nn3)CC2)nc(N2CCN(C(=O)[C@H]([C@@H](C)CC)n3cc([C@@H](N)CC(C)C)nn3)CC2)n1
→ -18.1%[57.1 µM] | -6.8% | 0.3 | i | -8.2% | ? | -7.1% | -0.6%[57.1 µM] | 29.4%
O=C(NCCc1cn2ccccc2n1)c1ccc(Br)o1
→ 43.8%[57.1 µM] | 12.6% | -15.0 | -5.3% | 0.8% | 0.0% | -2.0% | 17.9%[57.1 µM] | 19.1%
CCOc1ccc(CN(C)CC(=O)Nc2cccc3ccccc23)cc1OC
→ 3.1%[57.1 µM] | 7.2% | -2.5 | -6.0% | -8.8% | 0.5% | -18.2% | -12.1% | ?
O=C(CSC1=Nc2ccccc2C2=NC(CCC(=O)NC3CCCCC3)C(=O)N12)Nc1cccc(C(F)(F)F)c1 (centres undefined)
→ 3.6% | -2.1% | -3.5 | -1.1% | -12.1% | 2.1% | -2.2% | 0.8% | 41.6%[activator]
Cc1cc(NC(=O)NC(=O)c2ccc(F)cc2F)n[nH]1
→ 24.1% | 7.2% | 0.7 | -0.5% | -11.9% | ? | -7.7% | 8.8% | 9.2%
CCC(C)[C@H](NC(=O)NCc1ccccc1Cl)C(=O)O (some centres undefined)
→ 10.5% | 4.1% | -5.4 | -1.1% | -7.8% | 5.7% | 5.1% | 3.0% | 21.2%
O=S(=O)(CCc1nc2ccccc2o1)c1ccc(Cl)cc1
→ -6.7% | 14.3% | -12.5 | i | -4.8% | -1.3% | 5.3% | -3.2% | 40.7%
COc1cc(OC)cc(-n2nnnc2SCC(=O)N2CCCc3ccccc32)c1
→ 23.9% | -1.2% | 2.1 | 6.2% | -20.0% | -4.5% | 7.1% | -6.9% | 20.7%
COc1ccc(N(Cc2cc3ccccc3[nH]c2=O)C(=O)C2CCCO2)cc1 (centres undefined)
→ 0.0%[57.1 µM] | -4.6% | -7.1 | -3.1% | -9.7% | -2.5% | 2.1% | 6.3%[57.1 µM] | 16.7%
CC1=C(C(=O)N2CCOCC2)CC(CC(=O)NCCc2ccccn2)C(=O)N1Cc1ccc(C(C)(C)C)cc1 (centres undefined)
→ nt | 13.3% | -5.7 | i | -25.2% | nt | -9.2% | nt | nt
O=C(Nc1ccc(S(=O)(=O)Nc2ncccn2)cc1)c1ccco1
→ 4.9% | 4.1% | 1.5 | -12.5% | -12.2% | -0.7% | -2.7% | 2.9% | 26.6%
COc1ccccc1NC(=O)Cn1c(=O)n(-c2cccc(C(C)=O)c2)c(=O)c2c3c(sc21)CN(C(C)=O)CC3
→ 0.7% | 2.0% | 3.9 | i | -20.4% | 37.6%[activator] | -14.6% | -2.5% | 25.1%
CNC(=S)NCCC(c1ccccc1)c1ccccc1
→ 11.0%[57.1 µM] | 5.4% | 0.0 | i | -17.6% | -4.9% | 0.0% | -23.5%[57.1 µM] | 13.9%
CCn1cnc2sc(C(=O)N3CCN(c4ccc(OC)cc4)CC3)c(C)c2c1=O
→ -6.6% | 5.1% | 0.6 | nt | -6.7% | -3.2% | 18.8% | 2.5% | 12.7%
O=C(NC(=S)N1CCN(C(c2ccccc2)c2ccccc2)CC1)c1ccc(S(=O)(=O)N2CCOCC2)cc1
→ -2.5% | 4.0% | 2.5 | 5.8% | -19.4% | -0.4% | 8.6% | 2.0% | 13.5%
Cc1cc(N2CCN(C)CC2)nc2ccc(NC(=O)CCC3CCCC3)cc12
→ 6.0%[57.1 µM] | 7.0% | 1.5 | -8.0% | -4.4% | 8.3% | -16.3% | 7.4%[57.1 µM] | -2.2%
Cc1cc(C)n(-c2ccc(C(=O)Nc3sccc3C(N)=O)cc2)n1
→ -6.6% | 1.5% | 5.2 | -4.2% | -16.4% | 27.5% | 13.0% | 6.9%[57.1 µM] | 14.2%

Below each SMILES: rTrxR1 inhibitor | IDH1 R132H inh | PI4K2A block | Tb PGK inh | USP1 inh | Pin1 inhibitor | GLS inhibitor | TrxR1 substrate | HP1b binding inh
CCc1sc(C(C2C(=O)CC(C)(C)CC2=O)C2C(=O)CC(C)(C)CC2=O)cc1[N+](=O)[O-]
→ 1.78µM* | 0.6% | -16.4 | 1.6% | -23.1% | -1.8% | 7.08µM* | -1.6%[57.1 µM] | 34.6%
Cc1ccc(OCC(=O)NCCNC(=O)c2ccc(C)nc2)cc1
→ 16.9% | -0.5% | 1.6 | -4.7% | -12.9% | -7.7% | 1.2% | 3.5% | -0.3%
CC1(c2ccc(Cl)cc2)NC(=O)N(CC(=O)N2CCN(S(=O)(=O)c3ccccc3)CC2)C1=O (centres undefined)
→ 5.9% | 0.6% | -1.4 | -2.2% | -9.3% | 0.6% | -0.6% | -4.4% | 17.6%
NC(CSC1(c2cccc3ccccc23)c2ccccc2-c2ccccc21)C(=O)O (centres undefined)
→ -31.7%[11.4 µM] | 0.6% | 1.9 | -10.3% | -12.7% | 8.8% | 4.4% | 6.7%[11.4 µM] | -2.3%
O=C(Nc1ccc(S(=O)(=O)Nc2ncccn2)cc1)c1ccccc1
→ 3.4% | 4.8% | 2.3 | 1.0% | -3.8% | 1.9% | -6.4% | -1.0% | 49.7%[activator]
CCOC(=O)c1nn(-c2ccccc2)c(-c2ccccc2)c1C(=O)c1ccccc1
→ 17.1%[57.1 µM] | 4.4% | -6.3 | -6.8% | -16.8% | 1.5% | -0.7% | -2.8%[57.1 µM] | 30.3%
C#CCNC(=O)C1=C[C@@H](c2csc3ccccc23)[C@H](CCCO)[C@@H](OCC)O1
→ 13.3%[57.1 µM] | -5.6% | -2.6 | -6.9% | -4.3% | 0.4% | 9.1% | -15.7% | 13.2%
NC(=O)Cc1c[nH]c2cccc(O)c12
→ 7.7% | 4.5% | -14.4 | -9.9% | -13.5% | -0.3% | 27.1% | 7.1% | -0.8%
O=C(Nc1nc(-c2ccc(F)cc2)cs1)c1cccc(N2C(=O)CCC2=O)c1
→ 4.9% | 8.3% | -4.5 | -11.5% | -16.9% | 2.9% | -3.5% | 3.7% | 16.1%
CC(C)C(NC(=O)c1ccccc1)C(=O)OCC(=O)N1CCCCC1 (centres undefined)
→ 22.3% | -6.4% | -3.3 | -1.7% | -10.8% | -1.4% | -3.4% | -2.0% | 39.4%[activator]
O=[N+]([O-])c1cccc(-c2nc(-c3ccncc3)no2)c1
→ 6.3%[57.1 µM] | -11.8% | 0.4 | -6.9% | -4.4% | 8.7% | -6.5% | 4.1% | 10.3%
Cc1ccc(C(=O)OCCn2cc(C#N)c(=O)[nH]c2=O)cc1
→ 6.9% | -5.3% | 0.6 | -2.2% | -1.5% | -5.4% | 0.0% | -6.4% | 41.4%[activator]
CC(C)=CCc1c(O)ccc(C(=O)Cc2ccccc2)c1O
→ 16.6%[57.1 µM] | 5.4% | 3.2 | -3.8% | -8.5% | -0.9% | -7.2% | -18.4% | 79.3%[activator]
O=S(=O)(NCc1nc(-c2ccccc2)no1)c1ccc(F)cc1
→ 6.5% | 11.1% | -0.4 | -2.1% | -9.5% | -9.1% | -2.7% | -2.3% | 41.9%[activator]
COc1ccc(OCCC(=O)Nc2cc(C)on2)cc1
→ 11.6%[57.1 µM] | 2.5% | -2.7 | -0.8% | -9.5% | -1.9% | -3.8% | 5.7%[57.1 µM] | 9.8%
CC(=O)Nc1nc2c(s1)C(=O)NCC(C)(C)C2
→ 5.1%[57.1 µM] | 4.3% | -2.9 | 5.2% | 0.5% | -1.6% | 6.6% | 6.9%[57.1 µM] | 7.8%
CCCCN(CC)CCCNC(=O)CS(=O)(=O)Cc1nc(-c2cccc(OC)c2)oc1C
→ 7.4% | 2.9% | -3.1 | 3.1% | -22.4% | -0.5% | nt | 10.3% | 39.2%[activator]
Cc1ccc(S(=O)(=O)N2CCN(C(=O)CCC(=O)Nc3ccc(F)cc3F)CC2)cc1
→ -1.9% | -0.2% | -2.9 | -0.6% | -8.7% | 6.4% | -0.5% | -1.6% | 32.1%
Cc1[nH]cc(Br)c(=O)c1Oc1ncc(C(F)(F)F)cc1Cl
→ 14.2% | -1.9% | -8.7 | -1.7% | -2.7% | -4.7% | 2.6% | 5.2% | 36.3%[activator]
COc1ccccc1Nc1n[nH]c(=S)s1
→ -5.3%[57.1 µM] | -1.9% | -0.7 | -0.8% | -16.6% | -1.8% | 10µM* | 12.4%[57.1 µM] | 22.4µM*
F[B-](F)(F)c1cc2cc(Br)ccc2s1
→ 17.1% | 5.2%[38.3 µM] | -6.6 | i | -19.5% | -4.4% | 7.2% | 10.6% | 61.7%[activator]

Only part of the results is shown (hit frequency here may not be typical).
